Source: PubChem (several laboratories)
CHRM5 antagonist = human M5 muscarinic receptor antagonists, primary screen, CHO cells, Fluo-8 calcium fluorescence | Muscarinic acetylcholine receptor M5 (Homo sapiens), P08912 | CHO-hM5 cells, ACh EC80 | inhibition, % at 3 µM | actives 0.59% (n = 360,000) | AID 624040, 2012;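 active means inhibition above a per-plate cutoff, the mean of that plate's test compounds plus 3 SD, cut at about 27% in these data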;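 further: 0% = acetylcholine EC80 with DMSO and 100% = DMSO without agonist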
Target sequence (P08912 whole entry, looked up): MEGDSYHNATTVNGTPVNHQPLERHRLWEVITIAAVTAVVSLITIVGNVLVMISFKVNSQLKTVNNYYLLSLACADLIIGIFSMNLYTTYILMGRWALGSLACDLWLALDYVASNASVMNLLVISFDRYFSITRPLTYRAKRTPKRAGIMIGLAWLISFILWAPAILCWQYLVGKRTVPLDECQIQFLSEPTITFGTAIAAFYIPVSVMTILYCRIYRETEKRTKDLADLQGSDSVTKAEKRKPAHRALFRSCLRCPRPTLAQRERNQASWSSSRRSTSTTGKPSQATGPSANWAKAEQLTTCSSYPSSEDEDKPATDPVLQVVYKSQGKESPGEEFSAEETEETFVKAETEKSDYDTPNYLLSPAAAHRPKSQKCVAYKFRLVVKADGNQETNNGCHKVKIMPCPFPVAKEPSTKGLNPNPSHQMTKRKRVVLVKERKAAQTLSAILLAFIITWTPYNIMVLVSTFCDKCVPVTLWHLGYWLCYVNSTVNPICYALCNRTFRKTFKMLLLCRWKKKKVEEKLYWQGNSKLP
CHRM4 antagonist = human M4 muscarinic receptor antagonists, primary screen, CHO cells, Fluo-8 calcium fluorescence. AID 624125, 2012. CHO-hM4 cells, ACh EC80. actives 0.73% (n = 360,000). inhibition, % at 3 µM;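 active means inhibition above its plate's cutoff, the mean inhibition of sample wells plus 3 SD, cut at about 27% in these data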;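 further: 0% = acetylcholine EC80 with DMSO and 100% = DMSO without agonist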
Target sequence (P08173 whole entry, looked up): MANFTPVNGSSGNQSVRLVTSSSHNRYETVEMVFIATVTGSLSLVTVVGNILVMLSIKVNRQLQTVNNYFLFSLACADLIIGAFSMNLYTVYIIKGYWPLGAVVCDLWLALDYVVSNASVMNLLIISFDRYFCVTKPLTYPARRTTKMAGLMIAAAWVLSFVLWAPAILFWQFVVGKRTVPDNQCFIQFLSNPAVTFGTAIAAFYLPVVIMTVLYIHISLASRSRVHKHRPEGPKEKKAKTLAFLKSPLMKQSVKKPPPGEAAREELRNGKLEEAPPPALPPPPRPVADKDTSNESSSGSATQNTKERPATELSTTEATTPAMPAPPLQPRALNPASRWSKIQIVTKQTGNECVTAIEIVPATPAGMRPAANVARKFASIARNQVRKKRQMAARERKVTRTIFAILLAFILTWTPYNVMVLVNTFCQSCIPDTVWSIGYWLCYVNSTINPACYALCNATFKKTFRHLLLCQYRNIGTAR
M1 PAM = human M1 muscarinic receptor positive allosteric modulators, primary screen, CHO-K1 cells, Fluo-8 calcium fluorescence, 1536-well | CHO-K1 hM1, ACh EC20; 0% = ACh EC20, 100% = maximal ACh | Muscarinic acetylcholine receptor M1 (Homo sapiens), P11229 | AID 588819, 2011 | activation, % at 3 µM | actives 0.088% (n = 360,000); in the data active means activation above about 19%, passing the limit was not always enough
CRFBP-R2 agonist = agonists of CRF-BP/CRF-R2 complex, primary screen, cell-based, HEK293, calcium dye fluorescence, uHTS; CRF-binding protein / CRF receptor 2 complex (human); calcium dye fluorescence (FLIPR); percent of saturating CRF peptide response; activation, % at 13.2 µM; actives 0.46% (n = 350,000); AID 588473, 2011;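 active means activation of at least 50%, plus an integration ratio under a set limit after plate pattern correction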;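 further: plate controls were neutral control wells without compound for no effect and CRF at EC100 for full effect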
M4 PAM = human M4 muscarinic receptor positive allosteric modulators, primary screen, CHO-K1 cells, Fluo-8 calcium fluorescence; CHO-K1 hM4/Gqi5, ACh EC20; 0% = ACh EC20, 100% = maximal ACh; AID 624126, 2012; actives 0.4% (n = 360,000); activation, % at 3 µM; Muscarinic acetylcholine receptor M4 (Homo sapiens), P08173;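 active means activation above its plate's cutoff, the mean activation of sample wells plus 3 SD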; further: some results filed as inactive read as strong as hits
M5 ag = human M5 muscarinic receptor agonists, primary screen, CHO-K1 cells, Fluo-8 calcium fluorescence. activation, % at 3 µM. actives 0.19% (n = 360,000). CHO-K1 hM5 cells; 0% DMSO wells, 100% maximal acetylcholine response;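 active means activation above the run's mean over test compounds plus 3 SD, cut at about 23% in these data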;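 further: signal is peak over basal fluorescence ratio across the kinetic read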
CHRM4 agonist = human M4 muscarinic receptor agonists, primary screen, CHO-K1 cells, Fluo-8 calcium fluorescence. CHO-K1 hM4/Gqi5; vehicle 0%, full acetylcholine response 100%. actives 0.14% (n = 360,000). activation, % at 3 µM;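 active means activation above the run mean over all test wells plus 3 SD, cut at about 32% in these data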;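 further: peak over basal fluorescence ratio per well then scaled between controls; 0% = DMSO wells and 100% = acetylcholine at EC100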
CRFR2-BP antag = antagonists of CRF-BP/CRF-R2 complex, primary screen, cell-based, HEK293, calcium dye fluorescence, uHTS | CRF-induced calcium fluorescence | inhibition, % at 11.8 µM | actives 0.59% (n = 350,000);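 active means inhibition of the ligand-induced calcium signal above about 50% at the single tested concentration, limit read from the data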
CHRM5 PAM = human M5 muscarinic receptor positive allosteric modulators, primary screen, CHO-K1 cells, Fluo-8 calcium fluorescence | Muscarinic acetylcholine receptor M5 (Homo sapiens), P08912 | CHO-K1 hM5, ACh EC20 PAM; 0% = ACh EC20, 100% = ACh EC100 | activation, % at 3 µM | actives 0.3% (n = 360,000) | AID 624038, 2012;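 active means activation above the run cutoff, the mean activation of all test compounds plus 3 SD, cut at about 18% in these data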
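System: CHO-K1 cell line with stable human muscarinic M5 receptor expression | Also added: EC20 acetylcholine as agonist stimulus | Compound: One concentration, 3 µM final (nominal) | Timing: Fluo-8 loading 80 min at 37 °C plus 30 min room temperature | Measured by: Fluo-8 calcium dye fluorescence, kinetic read | Read-out basis: % activation, ACh-normalized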
Starred values were filed as active, the others as inactive; nt = not tested or not shown.

structure,CHRM5 antagonist,CHRM4 antagonist,M1 PAM,CRFBP-R2 agonist,M4 PAM,M5 ag,CHRM4 agonist,CRFR2-BP antag,CHRM5 PAM
CCCC(=O)Nc1ccc2oc(=O)ccc2c1,13.5,7.1,-7.3,1.1,-5.1,-3.5,-0.4,-2.3,-3.6
CCn1c(C)[n+](Cc2ccccc2)c2ccc(C(=O)OC)cc21,13.3,-5.0,10.3,-1.2,0.0,-1.4,0.4,29.6,-5.4
CCOC(=O)c1cc2c(C)n(-c3ccc(C)cc3)c(C)c2ccc1=O,-0.6,1.2,6.1,3.2,5.8,3.4,-0.4,8.4,0.2
Cc1cc(NC(=O)COC(=O)c2oc3c(ccc4ccccc43)c2C)no1,-3.5,-12.2,0.8,-1.9,-2.1,-5.2,0.8,14.9,0.3
COC(=O)c1ccc(C)c(NC(=O)CCSc2ccc(C)cc2)c1,4.3,7.4,-2.9,5.3,-5.6,-1.5,4.7,-8.2,-5.4
CNC(=O)CN1C(=O)CSc2nc(C)cc(C)c21,2.2,5.2,3.7,-0.3,-3.4,1.1,2.5,4.0,-11.2
C=CCNCCCCOc1ccc(Br)cc1C,-3.3,-0.3,-5.2,-1.9,5.9,-2.8,9.6,-10.9,0.2
COc1ccc(OC)c(C(C)NC(=O)C23CC4CC(CC(C4)C2)C3)c1 (stereo unspecified),-0.7,-2.6,13.9,-4.4,-1.1,-1.7,-1.7,26.2,-1.9
CCNC(=O)C1(C)CCCN(Cc2ccc(-c3ccccn3)cc2)C1 (stereo unspecified),1.2,-3.8,-1.8,nt,0.8,-1.0,0.7,nt,2.0
O=C(O)c1ccc(/C=N/NC(=O)c2ccc(F)cc2)cc1,-0.4,-6.5,10.2,0.4,5.9,-0.7,0.5,5.6,7.1
COc1ccc(S(=O)(=O)N2CCOCC2)cc1NC(=O)CNC(=O)c1cccs1,0.6,1.1,4.5,-0.8,4.6,-0.1,-0.1,-1.0,0.7
CC(C)(C)c1ccc(CC(=O)N2CCC2(C)C(=O)NCc2cccs2)cc1 (stereo unspecified),4.2,-18.4,-0.1,nt,-2.8,1.9,12.7,nt,-3.3
CCCN(CCC)Cc1cc(=O)oc2cc(C)c(Cl)cc12,0.8,-11.1,8.3,nt,-0.7,2.4,-1.9,nt,-0.9
COc1ccccc1N1CCN(S(=O)(=O)CCNC(=O)c2ccc(OC(C)C)cc2)CC1,10.3,-16.1,1.3,-2.5,-10.1,2.1,17.2,1.7,-10.3
COc1ccc(NC(=O)Nc2ccc(F)c(Cl)c2)cc1,35.0*,5.0,-10.6,0.3,-5.7,3.6,15.8,15.4,-16.9
CC(=O)c1ccccc1OC(=O)c1c(F)cccc1F,7.3,-7.7,6.5,-0.5,14.2,-5.3,0.6,-0.6,-3.6
COc1ccccc1NC(=O)/C(=C/c1ccncc1)NC(=O)c1ccccc1,22.1,6.6,5.0,1.0,-6.2,-1.4,4.0,2.9,-7.1
CCOc1ccc(NC(=O)CN(c2cc(C)cc(C)c2)S(=O)(=O)c2c(C)noc2C)cc1,-1.3,-1.4,2.8,-0.1,4.9,1.1,0.4,3.0,2.5
C=CC[C@H](CC(=O)NCCO)C(=O)NC[C@@H](OC(=O)[C@H](CC=C)CC(=O)OC(C)(C)C)c1ccccc1,-2.0,-22.3,5.9,0.3,12.8,0.6,4.5,-7.1,-1.9
COc1cc(OC)cc(C(=O)NC(=S)NNC(=O)c2cnccn2)c1,-0.9,-1.5,7.7,-1.4,5.2,-0.5,-0.3,-7.8,2.2
O=C(CCN1C(=O)C2C3C=CC(C4CC34)C2C1=O)Oc1ccc(Br)cc1 (stereo unspecified),1.8,-18.4,3.1,-1.0,2.9,-4.7,3.2,-14.4,-1.7
CC(C)c1ccccc1-n1c(SCC(=O)N2CCc3ccccc3C2)nc2ccccc2c1=O,1.9,-3.1,1.4,-0.6,-12.0,-3.2,1.6,46.0,-8.1
CN(CC(=O)Nc1cccc(F)c1)C(=O)c1ccc(-c2ccc(Cl)cc2)o1,11.4,7.6,-4.6,1.9,-5.1,-2.6,2.5,-0.5,-4.7
Cc1nc2ccccc2c(=O)n1/N=C/c1cc(Br)ccc1O,10.8,-2.1,-6.6,1.3,-8.4,4.2,17.2,-1.9,-14.1
Cc1cc(-c2cccs2)nc(-n2cccc2)n1,3.0,-3.3,0.3,-0.3,5.0,0.6,-1.6,3.9,-2.8
COC(=O)c1c(NC(=O)CN2CCN(C(=O)c3ccco3)CC2)c2c(C)cccc2n1C,4.1,-6.1,-4.3,-4.0,-5.3,1.0,8.7,18.8,-6.3
CCOc1ccc(S(=O)(=O)NCc2ccccn2)cc1NC(=O)c1ccccc1,3.7,-5.8,9.2,0.1,5.4,-1.3,2.7,3.4,-1.9
Fc1ccc(CSc2nnc(-c3ccccn3)o2)cc1,7.4,3.4,-6.2,1.2,-4.3,-3.4,0.5,-3.4,5.0
CCc1ccc(-n2c(=O)c3ccccc3n(CC(=O)NCc3ccco3)c2=O)cc1,9.1,6.7,17.1,1.4,-1.2,-1.6,0.6,6.2,1.9
Cc1nc2sc3c(NCc4ccco4)ncnc3c2c2c1COC(C)(C)C2,-0.1,-6.7,7.4,3.5,-0.7,-0.5,1.6,-5.5,0.1
O=C(CN(c1ccc(F)cc1)S(=O)(=O)c1ccc2c(c1)OCCO2)NCc1ccccc1,-7.6,-0.1,-2.4,-0.1,-4.9,1.9,1.6,-0.2,2.0
CN(Cc1ccccc1)C(=O)c1ccc(NC(=O)Cc2cccc(NC(=O)C3CCN(C(=O)C4CCC4)CC3)c2)cc1,9.2,7.2,5.7,0.5,5.3,-3.0,-0.5,-0.8,-1.1
CN(C(=O)COC(=O)c1cc2ccccc2cc1O)c1c(N)n(Cc2ccccc2)c(=O)[nH]c1=O,1.5,0.8,7.9,0.4,3.8,0.4,0.9,-17.2,1.7
CSc1nc(O)c(Nc2cccc(Cl)c2)c(=O)[nH]1,2.8,-4.9,9.9,-0.8,-4.3,-3.2,1.1,4.8,2.6
Cn1cc(C(=O)NCc2ccccc2F)cn1,-6.8,-11.1,8.5,3.8,12.2,-4.0,0.8,-6.7,-1.2
CC1CCC(NC(=O)Cn2c(=O)oc3cc(S(=O)(=O)N4CCCC4)ccc32)CC1 (stereo unspecified),-3.9,-8.4,6.5,8.9,4.6,1.5,1.6,-7.7,-4.6
Nn1c(-c2ccccc2)nc2cc(Cl)ccc2c1=O,4.4,-18.7,5.0,-2.1,4.0,3.3,3.3,-4.5,-0.1
COc1ccc(-c2ccc(SCC(=O)c3ccccc3)nn2)cc1OC,3.2,-3.6,-4.0,-2.6,-7.0,5.3,12.7,2.9,-9.0
O=C(NCCN1CCN(c2ccccc2)CC1)c1cccn2c(=O)c3ccccc3nc12,13.2,13.0,-13.4,-0.2,-27.8,-2.6,5.0,0.8,-15.1
c1ccc(N2CCN(c3ccccc3)C2c2cccnc2)cc1,-7.1,-4.9,8.9,-0.2,12.8,-6.0,-1.6,-0.3,1.0
CCOC(=O)C(=O)C1=CN(Cc2ccccc2)C=C(C#N)C1,12.6,2.2,6.5,-0.9,-7.2,-1.4,1.8,-3.4,-0.3
COc1ccc(OCCN2CCN(S(=O)(=O)c3ccccc3C(F)(F)F)CC2)cc1,7.3,1.4,-3.2,-0.6,-1.3,2.0,10.2,1.1,-5.5
COc1cccc(C2CC(c3ccccc3Cl)n3nnnc3N2)c1 (stereo unspecified),-3.5,0.7,3.1,-1.4,4.5,0.9,2.3,15.4,-0.9
CN(C)Cc1cc(C(F)(F)F)ccc1C(O)(c1ccccc1)c1ccccc1,75.4*,57.3*,-31.0,4.8,-11.4,-10.4,2.8,-30.9,-37.6
Cc1cc2nc(-c3ccccc3)c(Cc3ccsc3)n2c(C)c1Br,6.1,-0.2,nt,nt,3.6,-0.8,-0.9,nt,-3.8
CN(C)c1ccc(C=NCCC2(c3ccccc3)CCOC(C)(C)C2)cc1 (stereo unspecified),-3.0,-5.2,10.3,-4.8,-3.7,-16.1,0.7,-3.6,0.6
COCCNc1nc2nonc2nc1N(C)Cc1ccc(C)cc1,5.8,1.5,2.3,-1.1,1.7,-2.7,1.9,16.9,-0.7
O=C(O)C[C@H]1c2cc(C(F)(F)F)ccc2S(=O)(=O)N1C1CCCCC1,4.0,-0.8,6.7,-1.1,15.1,2.7,0.6,0.6,7.1
COc1cnn(-c2ccc(C)cc2)c(=O)c1Br,-9.2,3.9,2.7,0.4,4.8,-1.0,0.1,2.8,0.3
CC(C)C(OC(=O)/C=C/c1ccc2c(c1)OCO2)C(=O)NC(N)=O (stereo unspecified),8.7,7.0,7.8,-1.6,1.2,-0.9,2.9,-2.3,5.3

Entries listed so far shown as hits in CHRM5 antagonist.
structure	CHRM5 antagonist	CHRM4 antagonist	M1 PAM	CRFBP-R2 agonist	M4 PAM	M5 ag	CHRM4 agonist	CRFR2-BP antag
COc1ccc(NC(=O)Nc2ccc(F)c(Cl)c2)cc1	35.0*	5.0	-10.6	0.3	-5.7	3.6	15.8	15.4
CN(C)Cc1cc(C(F)(F)F)ccc1C(O)(c1ccccc1)c1ccccc1	75.4*	57.3*	-31.0	4.8	-11.4	-10.4	2.8	-30.9

(more compounds)
structure,CHRM5 antagonist,CHRM4 antagonist,M1 PAM,CRFBP-R2 agonist,M4 PAM,M5 ag,CHRM4 agonist,CRFR2-BP antag,CHRM5 PAM
Clc1ccccc1-c1nc2ccccc2[nH]1,8.8,8.3,1.6,0.7,-4.6,0.9,0.6,-3.5,-2.1
C[C@H](CO)N1C[C@H](C)[C@@H](CN(C)Cc2ccc(Cl)c(Cl)c2)Oc2c(NS(=O)(=O)c3cn(C)cn3)cccc2C1=O,-8.8,-7.4,6.9,-0.9,2.1,-0.5,1.0,1.1,-2.3
NC1=NC(=O)CC(C(=O)Nc2cccc3ccccc23)S1 (stereo unspecified),2.9,3.5,7.7,-2.4,3.5,0.7,0.9,8.8,-4.5
Cc1ccc(-c2c(C)n([O-])c3c([n+]2=O)CCCCC3)cc1,-1.9,1.7,6.0,2.0,1.6,-2.6,0.4,19.3,3.3
CC(C)c1ccc2oc(=O)cc(CN3CCCCC3)c2c1,-9.6,-1.9,1.4,-1.3,-1.9,-4.1,-0.9,14.1,4.5
CC1(c2nnc(Cc3ccccc3)o2)CC(c2cccc(Cl)c2)=NO1 (stereo unspecified),6.3,-6.1,0.0,0.1,0.2,-5.7,6.4,6.2,3.3
